# PolyA inh: yeast polyadenylation inhibition. S. cerevisiae SKY197-pL101 polyadenylation reporter, beta-gal luminescence; efflux-impaired pdr1/pdr3 knockout yeast; score 100 = 6 SD above DMSO. calls only at 12 µM. actives 0.02% (n = 300,000). AID 1875;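 active = lowest replicate activity score at least 50, where 100 means six control SD above control mean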;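 also: yeast exposed to compound for 9 h at 30 °C; higher score means more reporter readthrough which indicates perturbed polyadenylation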
# DYRK1A inh: inhibitors of rat Dyrk1A kinase | Q63470 | actives 0.43% (n = 310,000) | inhibition, % at 12.5 µM | ADP-Glo luminescence, NFATc1 peptide; in the data active = inhibition above about 50%;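 also: plate controls were vehicle with enzyme for no effect and no enzyme for full effect; many of its hits are not listed in these tables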
# KCNK9 inh: human KCNK9 channel inhibition. actives 1.2% (n = 310,000). Q9NPC2. AID 488922. HEK293 KCNK9, FluxOR thallium flux fluorescence; active compounds read low. B-score at 10 µM;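 active = ratio B-score over 3 SD below the library mean, with starting fluorescence within 5 SD of its mean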;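 also: negative B-score means less thallium flux so channel inhibition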
# KCNQ1 act: potentiates or activates the human KCNQ1 potassium channel; P51787; CHO-K1 KCNQ1, thallium flux FluxOR fluorescence; active compounds read high; B-score at 10 µM; actives 0.35% (n = 310,000);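 active = fluorescence ratio B-score, a plate-corrected score, at least three library SD, with initial intensity B-score within 5 SD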
# Target sequence (P51787 whole entry, looked up): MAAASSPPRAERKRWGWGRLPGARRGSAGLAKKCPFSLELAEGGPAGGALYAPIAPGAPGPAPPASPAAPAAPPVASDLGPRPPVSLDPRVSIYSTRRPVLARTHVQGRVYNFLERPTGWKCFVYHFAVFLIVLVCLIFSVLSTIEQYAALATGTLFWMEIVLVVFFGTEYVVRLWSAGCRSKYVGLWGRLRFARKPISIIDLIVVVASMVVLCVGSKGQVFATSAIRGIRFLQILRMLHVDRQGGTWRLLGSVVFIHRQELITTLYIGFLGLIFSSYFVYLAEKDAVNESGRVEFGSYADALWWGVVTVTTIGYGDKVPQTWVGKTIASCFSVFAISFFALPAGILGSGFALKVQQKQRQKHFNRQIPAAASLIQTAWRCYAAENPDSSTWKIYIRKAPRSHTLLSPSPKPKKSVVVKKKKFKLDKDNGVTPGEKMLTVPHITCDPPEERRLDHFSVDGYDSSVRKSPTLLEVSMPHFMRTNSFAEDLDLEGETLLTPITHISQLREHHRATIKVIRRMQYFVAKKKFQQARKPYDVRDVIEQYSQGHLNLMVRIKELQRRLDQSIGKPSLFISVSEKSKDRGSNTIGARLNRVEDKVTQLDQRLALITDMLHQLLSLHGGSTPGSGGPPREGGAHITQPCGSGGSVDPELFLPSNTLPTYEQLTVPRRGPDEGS
#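 Medium – assay buffer, equal DMSO in all wells · Material – CHO-K1 cell line with stable KCNQ1 potassium channel expression · Signal – kinetic FluxOR thallium fluorescence, 10-s 1-Hz baseline, 110-s post-stimulus read · Compound – single concentration per compound, DMSO matched to controls · Schedule – 37 °C overnight plating, 90-min dark dye load, 20-min compound pretreatment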
# KCNQ1 block: blocks the human KCNQ1 potassium channel; CHO-K1 KCNQ1, FluxOR thallium flux fluorescence; active compounds read high; B-score at 10 µM; P51787; actives 1.3% (n = 310,000);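 active = compounds whose thallium flux B-score, printed positive for inhibition, exceeds three library SD while starting fluorescence stays within three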;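 also: channel opened by potassium depolarization with thallium stimulus after 20 min compound exposure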
# Platelet DG rel: platelet dense granule release activity. human platelet-rich plasma, SFLLRN dense granule ATP release, luminescence. inhibition, %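 (compounds screened at 7.5 µM in platelet-rich plasma)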. actives 0.22% (n = 300,000). AID 1663;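 active = mean replicate score, as percent of positive control, at or above 50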
# TRPC4 PAM: allosteric potentiators of mouse TRPC4 channel; AID 2227; B-score at 10 µM; Q9QUQ5; HEK293 TRPC4beta/mu-opioid, DAMGO EC20, Fluo-4 Ca2+ flux; active compounds read high; actives 0.42% (n = 310,000);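 active = B-score of calcium response area above 5 SD of library B-scores, with initial fluorescence ratio within 5 SD of library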;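 also: B-score of integrated fluorescence ratio over time as area under calcium response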
# hERG rescue: compounds protecting human hERG from proarrhythmic drug block. Q12809. actives 0.51% (n = 310,000). activation (rescue from dofetilide block), less the hit threshold, % at 10 µM. CHO-hERG, FluxOR thallium flux, dofetilide IC70 present. AID 1511;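 active = activation above the mean of controls blocked by dofetilide plus 5 SD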;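 also: thallium influx through hERG after potassium depolarization seen as dye fluorescence rise; in these data hits start at about 4.7%; inactives centre near -7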
# TRPC4 agonist: activators of mouse TRPC4 channel; B-score at 10 µM; Q9QUQ5; actives 0.49% (n = 310,000); HEK293 TRPC4beta/mu-opioid, Fluo4 calcium fluorescence; active compounds read high;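 active = B-score above 5 SD of library B-scores, and initial fluorescence ratio not above library mean plus 5 SD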;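 also: positive B-score marks a calcium rise read as TRPC4 activation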
#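 System – HEK293 cells stably co-expressing mouse TRPC4beta and mu-opioid receptor · Signal – Fluo4 calcium-sensitive dye fluorescence, kinetic, 1 Hz baseline · Benchmarks – buffer (low) and maximal DAMGO (high) · Read-out – B score of integrated fluorescence ratio per well · Incubation – dye loading 45 min room temperature, 110 s kinetic read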
# KCNK3 inh: human KCNK3 channel inhibition, primary screen | O14649 | AID 602410 | CHO-KCNK3 thallium flux, FluxOR fluorescence; active compounds read low | actives 0.84% (n = 340,000) | B-score at 10 µM;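 active = B-score under library mean minus 4 SD, starting fluorescence ratio at most library mean plus 5 SD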;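 also: more negative B-score means stronger inhibition of thallium flux through KCNK3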
# Target sequence (O14649 whole entry, looked up): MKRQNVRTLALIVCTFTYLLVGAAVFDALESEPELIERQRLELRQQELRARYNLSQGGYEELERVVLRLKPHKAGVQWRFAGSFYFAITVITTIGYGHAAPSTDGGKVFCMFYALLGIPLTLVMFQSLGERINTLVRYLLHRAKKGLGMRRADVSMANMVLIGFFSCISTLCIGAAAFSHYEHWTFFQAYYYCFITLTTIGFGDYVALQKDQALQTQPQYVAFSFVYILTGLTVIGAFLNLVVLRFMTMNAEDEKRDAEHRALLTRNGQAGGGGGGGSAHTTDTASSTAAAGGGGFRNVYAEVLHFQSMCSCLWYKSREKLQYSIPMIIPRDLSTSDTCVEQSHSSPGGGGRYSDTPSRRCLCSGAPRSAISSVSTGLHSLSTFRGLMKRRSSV
# TRPC4 block: inhibitors of mouse TRPC4 channel; actives 0.39% (n = 300,000); HEK293 TRPC4beta/mu-opioid, DAMGO-evoked Fluo4 calcium flux; active compounds read low; AID 2247; B-score at 10 µM; Q9QUQ5;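 active = B-score over 3 SD under the library average, no early fluorescence shift, positive overall ratio signal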
#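 Assay system: HEK293 cells with stable TRPC4beta plus mu-opioid receptor expression. Dosing: single dose. Measured by: Fluo4 Ca2+ flux fluorescence. Also added: DAMGO in two steps, submaximal then maximal. Read-out: B score from integrated Fluo4 fluorescence ratio.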
# * = called active by the depositor; i = inactive; x = not tested or not shown. Only part of the results is shown; the hit share may differ from the screen's.
SMILES,PolyA inh,DYRK1A inh,KCNK9 inh,KCNQ1 act,KCNQ1 block,Platelet DG rel,TRPC4 PAM,hERG rescue,TRPC4 agonist,KCNK3 inh,TRPC4 block
COc1cc2c(cc1OC)C1C/C(=N\O)C(CC(C)C)CN1CC2 (stereo not given),i,1,i,i,i,0,i,-8,i,i,i
CC(=O)/C(=N/Nc1ccc(Br)cc1)Sc1cccc2cccnc12,i,-1,i,i,i,5,i,-3,i,i,i
CCN1CCN(c2ccc(S(=O)(=O)N3CCCCC3)cc2NC(=O)/C=C/c2ccc(OC)c(OC)c2)CC1,i,34,i,i,i,11,i,-6,i,i,i
CCCCn1c(NCc2ccccn2)nc2ccccc21,i,-1,i,i,i,-8,i,-5,i,i,i
Cc1ccc(NC(=O)C2CC(=O)OC23CCOC(C)(C)C3)cc1 (stereo not given),i,-1,i,i,i,-1,i,-6,i,i,i
COC(=O)COC(=O)c1ccc(O)cc1,i,5,i,i,i,6,i,-6,i,i,i
Nc1nc(N2CCN(Cc3ccccc3)CC2)n[nH]1,i,1,i,i,i,-1,i,-6,i,i,i
CC(=O)c1cnc2cc(-c3ccc(C)cc3)nn2c1C,i,-1,i,i,i,-2,i,-8,i,i,i
COCCSc1nnc(NC(=O)COc2ccc3c(c2)OCO3)s1,i,-1,i,i,i,-2,i,-6,i,i,i
Cc1cc(C(=O)OCC(=O)N2CCOCC2)c2ccccc2n1,i,-9,i,i,i,-7,i,-9,i,i,i
CCn1c(=O)n(CC(=O)N2CC(C)CC(C)C2)c(=O)c2ccccc21 (stereo not given),i,-1,i,i,i,12,i,-11,i,i,i
COc1cc(-c2cc(C(=O)Nc3ccc(O)cc3)c3ccccc3n2)cc(OC)c1OC,i,-1,i,i,i,-5,i,-15,i,i,i
COC(=O)Cn1c(=NC(=O)CSC(C)=O)sc2ccccc21,i,3,i,i,i,3,i,-14,i,i,i
O=C(CN1CCC(n2cnc3cc(F)ccc32)CC1)Nc1ccccc1Br,i,2,i,i,i,-1,i,-17,i,i,i
COc1ccc(Cl)cc1NC(=O)c1cccc(NC(=O)CCC(=O)O)c1,i,-3,i,i,i,9,i,-7,i,i,i

# Brought forward from above: two entries; new compounds follow.
SMILES,PolyA inh,DYRK1A inh,KCNK9 inh,KCNQ1 act,KCNQ1 block,Platelet DG rel,TRPC4 PAM,hERG rescue,TRPC4 agonist,KCNK3 inh,TRPC4 block
O=C(CN1CCC(n2cnc3cc(F)ccc32)CC1)Nc1ccccc1Br,i,2,i,i,i,-1,i,-17,i,i,i
COc1ccc(Cl)cc1NC(=O)c1cccc(NC(=O)CCC(=O)O)c1,i,-3,i,i,i,9,i,-7,i,i,i
O=C(N/N=C/c1cccc([N+](=O)[O-])c1)c1cc2ccccc2o1,i,2,i,i,i,0,i,-5,i,i,i
Cc1ccc(C)c(NC(=O)C2CC(Cl)=CCC2C(=O)O)c1 (stereo not given),i,5,i,i,i,-1,i,-8,i,i,i
CCOC(=O)N1CCC(N2Cc3cccc(C(=O)Nc4ccccc4OC)c3C2=O)CC1,i,-1,i,i,i,9,i,-16,i,i,i
Cc1cc(NC(=O)CSc2nnc(-c3ccc(O)cc3)o2)no1,i,3,i,i,i,-9,i,-14,i,i,i
Cc1ccc(/C(O)=C2/C(=O)C(=O)N(CCN3CCOCC3)C2c2cccs2)cc1 (stereo not given),i,x,i,i,i,-3,i,0,i,i,i
S=C1NC(c2ccccc2)=CC(c2ccccc2)N1 (stereo not given),i,4,i,i,i,2,i,-9,i,i,i
CC(C)CNS(=O)(=O)c1ccc(CCC(=O)NC2CCCCC2)cc1,i,20,i,i,i,0,i,-9,i,i,i
Cc1ccc(NC(=O)C(c2ccc(Cl)cc2Cl)N2CCCC2)cc1 (stereo not given),i,-6,-7.1*,i,8*,1,i,-9,i,i,i
CCN1C(=O)c2cccc3cccc1c23,i,8,i,i,i,3,i,-4,i,i,i
O=C(CSc1nnc(CN2CCOCC2)n1-c1ccc(Cl)cc1)Nc1cc(Cl)ccc1O,x,4,i,i,i,x,i,-7,i,i,i
Cc1ccc2oc(C(=O)Nc3nnc(C)s3)c(C)c2c1,i,-1,i,i,i,0,i,-9,i,i,i
Cc1nnc(SCC(=O)Nc2ccc(Cl)cn2)s1,i,3,i,i,i,5,i,-5,i,i,i
O=C(CN1CCCC1)Nc1ccc(Br)cc1,i,-1,i,i,i,-1,i,-16,i,i,i
Cc1cccc(NC(=O)CN2C(=O)N/C(=C/c3cc(C)n(-c4ccncc4)c3C)C2=O)c1,i,-2,i,i,i,-15,i,-6,i,i,i
COc1cccc(CN(CC2CCCO2)S(=O)(=O)c2ccc(S(=O)(=O)N(C)C)cc2)c1 (stereo not given),i,-3,i,i,i,-4,i,-6,i,i,i
CC(C)n1nc(C(=O)N2CCN(S(=O)(=O)c3cccs3)CC2)c2ccccc2c1=O,i,x,i,i,i,6,i,-8,i,x,i
Cc1cc(/C=N/NC(=O)c2c(Br)cnn2C)c(C)n1-c1cccc(Br)c1,i,1,-12*,i,i,-1,i,-5,i,i,i
O=c1[nH]c(=O)c2nc3ccccc3nc2[nH]1,i,-4,i,i,i,-3,i,-5,i,i,i
COC(=O)[C@@H]1C[C@H]2CC[C@H](O)C[C@H]2N1Cc1ccc(N2CCN(C)CC2)cc1,i,5,i,i,i,-4,i,-2,i,i,i
C=CCN1CCN(C(c2ccccc2)c2nnnn2CCC(C)C)CC1 (stereo not given),i,-9,i,i,i,0,i,-6,i,i,i
CCOc1cc(C2CC(=O)NC3=C2C(=O)C(C(=O)OC)C(C)C3)cc(Br)c1O (stereo not given),i,1,i,i,i,8,i,-2,i,i,i
CCOc1ccccc1Nc1nc(N)nc(CN2CCCCC2C)n1 (stereo not given),i,23,i,i,i,11,i,-19,i,i,i
CCCCCCCCCCCCN1[C@@H](CC(=O)OC)c2cc(C(F)(F)F)ccc2S1(=O)=O,i,53*,i,i,i,3,i,-3,i,i,i
CCSc1nc2ccc(C)cc2cc1C#N,i,x,i,i,i,7,i,-9,i,i,i
COc1cccc(CN(C)C(=O)c2sccc2-c2ccccc2)c1OC,i,-5,i,i,i,-2,i,-9,i,i,i
CC(C)NC(=O)C1(c2ccccc2)CC1(Cl)Cl (stereo not given),i,-38,i,i,i,9,i,-4,i,i,i
CN(C)C(=O)c1ccccc1-c1ccccc1,i,8,i,i,i,2,i,-5,i,i,i
COc1ccccc1/C=C/C1NC(=O)NC(C)=C1C(=O)OC(C)C (stereo not given),i,x,i,i,i,9,i,-12,i,i,i
COc1ccc(NC(=S)NCCN2CCOCC2)cc1,i,x,i,i,i,2,i,-9,i,i,i
O=C(Nc1c2c(nn1-c1ccc([N+](=O)[O-])cc1)CS(=O)(=O)C2)C1CC1,i,-4,i,i,i,-1,i,-5,i,i,i
COc1ccc(-c2[nH]c(-c3ccc(C(=O)O)cc3)nc2-c2ccccc2)cc1,i,0,i,i,i,-17,i,-10,i,i,i
Cc1ccc(CNc2ccc3c(c2)nc(C)n3C)cc1,i,16,i,i,i,10,i,-10,i,i,i
Cc1ccccc1CNC(=O)c1ccc2ccccc2n1,i,19,i,i,i,-3,i,-6,i,i,i
CCOC(=O)C1=C(C)Nc2ccccc2N=C1NC(=O)Cc1ccc(OC)cc1,i,3,i,i,i,7,i,-7,i,i,i
O=C(Nc1cccnc1)C1(c2ccccc2)CCCC1,i,-2,i,i,i,-7,i,-10,i,i,i
CCN(CC(=O)NCc1ccc(Cl)cc1)C(=O)c1ccc2cc(OC)ccc2c1,i,31,i,i,i,3,i,-2,i,i,i
CCN(CC)S(=O)(=O)c1cccc(NC(=O)COC(=O)CCC(=O)c2ccc(F)cc2)c1,i,4,i,i,i,0,i,-10,i,i,i
O=C(Nc1nncs1)c1ccc(F)c(S(=O)(=O)N2CCCCC2)c1,i,-5,i,i,i,-4,i,-6,i,i,i
COCCn1nnnc1C(c1cccs1)N1CCCC(C)C1 (stereo not given),i,6,i,i,i,9,i,-4,i,i,i
O=c1c(Cl)c(NCc2ccccc2Cl)cnn1C12CC3CC(CC(C3)C1)C2,x,0,i,i,i,-1,i,-4,i,i,i
O=S(=O)(NC1CCN(Cc2ccccc2)CC1)c1ccc2ccccc2c1,i,3,i,i,i,0,i,-10,i,i,i
COc1ccc(NC(=O)CCCn2nc(C)c3c(C)n(-c4ccccc4)nc3c2=O)cc1OC,i,6,i,i,i,-15,i,-10,i,i,i
COc1ccc(NC(=O)C(=O)N/N=C/c2cccnc2)c(OC)c1,i,8,i,i,i,5,i,-6,i,i,i
Cc1ccc(S(=O)(=O)/N=C2\C=C(Nc3cccc(C(=O)O)c3)C(=O)c3ccccc32)cc1,i,51*,i,i,i,4,i,1,i,i,i
O=C(NCC(c1cccnc1)N1CCOCC1)NC1CCCCC1 (stereo not given),i,1,i,i,i,-5,i,-3,i,i,i
CC(=O)/C=C(\C)NCCNc1c(F)c(F)c(CO)c(F)c1F,i,-1,i,i,i,-19,i,-4,i,i,i
CCn1c(SCc2nc3ccccc3[nH]2)nnc1-c1ccc(OC)cc1,i,-1,i,i,i,2,i,-9,i,i,i
CCC/C(=N\NC(=O)Cc1csc(N2CCOCC2)n1)c1ccccc1,i,-1,i,i,i,0,i,-11,i,i,i
CC(C)CN(CC(C)C)C(=O)CCCC(=O)N(CC(C)C)CC(C)C,i,1,i,i,i,4,i,-13,i,i,i
CSc1ccc(C(=O)C2CCCN(Cc3cccc4nccnc34)C2)cc1 (stereo not given),i,3,i,i,i,-1,i,-18,i,i,i
Fc1ccc(NC(=S)NC2CCCCC2)c(F)c1F,i,3,i,i,i,-2,i,-1,i,i,i
CC(C)N(C(=O)CN1C(=O)NC2(CCCCCC2)C1=O)C(C)C,i,-8,i,i,i,-2,i,-6,i,i,i
CSc1nc(N)nc(SCC(=O)CC(=O)OC(C)C)c1C#N,i,16,i,i,i,2,i,-14,i,i,i
CCN1CN(CCc2ccccc2)CNC1=S,i,-4,i,i,i,-2,i,-10,i,i,i
O=C(CN(Cc1ccco1)C(=O)c1ccc(N2CCCC2=O)cc1)Nc1ccccc1C(F)(F)F,i,-13,i,i,i,x,i,-20,i,i,i

# Bioassay records: PubChem, several laboratories
